Screens deposited in PubChem by several laboratories.
CTSL1 counter: blocks F. hepatica cathepsin L1 in PFM18AAP counter-screen. recombinant F. hepatica cathepsin L1, Z-Leu-Arg-MCA fluorescence. inhibition, % at 5.96 µM. 0.49% of 300,000 active. AID 1906;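 active = inhibition above the mean of all tested compounds plus 3 SD, set per screening campaign, cut at about 17% in these data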;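 also: 0% = plate median of test compound wells and 100% = 1 µM Z-Phe-Ala-diazomethylketone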
PP5 primary: blocks human protein phosphatase 5 activity; 0.18% of 320,000 active; purified PP5c, OMFP substrate fluorescence; inhibition, % at 6.7 µM; AID 1987;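 active = inhibition above the campaign's mean inhibition across all tested compounds plus 3 SD, cut at about 9.5% in these data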;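 also: 0% = DMSO only and 100% = 100 µM cantharidin control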
Target sequence (P53041 whole entry, looked up): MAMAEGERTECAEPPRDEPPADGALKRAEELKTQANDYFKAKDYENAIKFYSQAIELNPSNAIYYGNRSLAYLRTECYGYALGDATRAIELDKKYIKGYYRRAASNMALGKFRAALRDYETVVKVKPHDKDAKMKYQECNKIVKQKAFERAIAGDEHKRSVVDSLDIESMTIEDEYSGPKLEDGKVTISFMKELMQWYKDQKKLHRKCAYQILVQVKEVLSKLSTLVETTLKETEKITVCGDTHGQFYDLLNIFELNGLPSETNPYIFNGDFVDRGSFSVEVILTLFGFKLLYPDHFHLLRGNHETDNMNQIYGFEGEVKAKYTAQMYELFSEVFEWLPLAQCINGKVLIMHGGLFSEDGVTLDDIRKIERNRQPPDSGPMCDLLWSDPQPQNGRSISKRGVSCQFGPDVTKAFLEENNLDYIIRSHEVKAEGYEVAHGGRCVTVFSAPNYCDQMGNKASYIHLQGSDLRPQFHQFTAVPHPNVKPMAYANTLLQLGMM
JMJD2C inh: blocks human GASC-1 demethylase activity. Q9H3R0. GST-JMJD2C(1-420) H3K9me3 demethylation, DELFIA europium. inhibition, % at 2.35 µM. 0.069% of 330,000 active. AID 2099;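 active = more than half of a compound's replicate wells show inhibition beyond 50%, single wells judged on their own value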;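 also: signal counts dimethyl H3K9 product captured on neutravidin plate; 0% = median of DMSO wells and 100% = 0.3 times that DMSO median; strong numbers were not always called active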
Target sequence (Q9H3R0 1-420 limits assumed): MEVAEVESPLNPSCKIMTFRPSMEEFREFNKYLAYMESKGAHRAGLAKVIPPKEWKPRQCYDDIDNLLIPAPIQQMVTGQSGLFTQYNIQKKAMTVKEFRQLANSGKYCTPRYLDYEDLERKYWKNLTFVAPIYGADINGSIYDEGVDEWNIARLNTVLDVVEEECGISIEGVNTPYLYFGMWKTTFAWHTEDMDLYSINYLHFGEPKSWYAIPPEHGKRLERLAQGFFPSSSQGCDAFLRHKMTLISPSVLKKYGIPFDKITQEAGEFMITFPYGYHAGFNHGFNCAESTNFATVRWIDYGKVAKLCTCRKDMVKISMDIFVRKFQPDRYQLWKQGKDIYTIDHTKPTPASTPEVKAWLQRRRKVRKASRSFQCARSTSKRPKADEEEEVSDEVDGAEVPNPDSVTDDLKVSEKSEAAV
LYPLA2 inh: counter-screen for PME1 inhibitors: inhibitors of human LYPLA2 | O95372 | recombinant LYPLA2, FP-Rh probe fluorescence polarization | inhibition, % at 5.9 µM | 0.38% of 320,000 active;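 active = inhibition above the screen-wide mean plus 3 SD, limit set per campaign, cut at about 26% in these data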;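 also: 0% = LYPLA2 with DMSO and 100% = wells lacking LYPLA2 enzyme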
Efflux pump inh: antifungal efflux pump inhibition, Nile Red retention | S. cerevisiae Candida pump triplex | inhibition, % at 10 µM | 0.44% of 330,000 active | AID 485275;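 active = plate passing quality check with inhibition over a set limit, or well fluorescence over plate mean plus 4 SD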;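 also: Nile Red retained in pooled yeast measured as flow cytometry median fluorescence; 0% = buffer negative control and 100% = Enniatin B positive control; higher means more Nile Red kept so more efflux inhibition; some compounds called inactive have numbers as strong as hits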
HCV core dimer: blocks dimerization of HCV core protein. TR-FRET GST/Flag-core106 dimerization, 1536-well. inhibition, % at 5 µM. 0.33% of 300,000 active. AID 1899;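 active = inhibition above the mean of all tested compounds plus 3 SD, set per screening campaign, cut at about 45% in these data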
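System: GST-tagged and Flag-tagged HCV core protein residues 1-106 / Input: core106 proteins, GST 13.5 nM and Flag 17 nM / Buffer or medium: KF-containing HEPES buffer, pH 7.45, DTT, CHAPS, BSA / Probe or stimulus: Eu-anti-GST and XL665-anti-Flag labelled anti-tag antibodies / Schedule: 4 h, 22.5 °C incubation / Technique: TR-FRET 671 and 617 nm emission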
PREPL inhibitor: inhibits the human prolyl oligopeptidase-like enzyme. Q4J6C6. recombinant PREPL, fluorescence polarization activity-based probe. inhibition, % at 5.96 µM. 0.68% of 320,000 active; in the data active = inhibition above about 43%;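 also: 0% = enzyme with DMSO and 100% = wells lacking enzyme; many of its hits are not listed in these tables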
TPT1 inhibitor: blocks Candida albicans tRNA 2'-phosphotransferase; recombinant caTPT1, FP RNA substrate dephosphorylation; inhibition, % at 5 µM; 0.81% of 300,000 active; AID 1962;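 active = inhibition above the mean of all tested compounds plus 3 SD, set per screening campaign, cut at about 24% in these data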;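 also: plate controls were DMSO alone for no effect and ferristatin control at 100 nM for full effect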
PP1 inh: counter-screen for PP5 inhibitors: inhibitors of human PP1-alpha; 0.9% of 320,000 active; purified PP1alpha, OMFP fluorescence; P62136; inhibition, % at 6.7 µM;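 active = inhibition above the mean inhibition of all tested compounds plus 3 SD, computed separately for each screening campaign, cut at about 15% in these data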
Numbers without * were called inactive; · = no result given; & = joins results of further samples. An excerpt. The share of hits here may be higher or lower than overall.

SMILES	CTSL1 counter	PP5 primary	JMJD2C inh	LYPLA2 inh	Efflux pump inh	HCV core dimer	PREPL inhibitor	TPT1 inhibitor	PP1 inh
COc1ccc(S(=O)(=O)/C(C#N)=C/Nc2cccc(F)c2)cc1	-2	0.7	5	-2	0.0	10	3	0	-2
COc1ccc(/C=N/NC(=O)CN(Cc2ccccc2)S(=O)(=O)c2ccc3c(c2)OCCO3)cc1	0	0.7	-4	-17	0.1	21	-38	0	-2
C[C@]12C(=O)N(c3cccc(F)c3)C(=O)N1[C@@H]1c3ccccc3OC[C@@H]1[C@H]2c1ccccc1	2	3.9	3	-3	0.1	14	-6	1	-2
COC(=O)C1=C(N)OC2=C(C(=O)CC(C)(C)C2)C1c1ccccc1OC (stereo not given)	11	0.4	-8	-1	-0.3	-4	-4	0	-4
O=C(CCN1C(=O)[C@@H]2Cc3ccccc3CN2C1=O)Nc1cccc(F)c1	-2	0.7	7	-10	0.0	3	-12	-1	-3
Cc1nc2c(-c3ccc(Cl)cc3)cnn2c(N)c1-c1ccc(F)cc1	1	1.8	6	5	-0.3	5	-2	-2	-3
CC(=O)c1ccc(NC(=S)NNC(=O)NC2CCCCC2)cc1	-2	-2.7	11	6	0.0	3	-2	1	1
CCCCn1c(N)c(N(CCOC)C(=O)c2cc(-c3ccc(OC)cc3)nc3ccccc23)c(=O)[nH]c1=O	1	-1.0	10	-4	0.1	6	4	-2	-9
CCCN(CCC)CCCNC(=O)c1cn(CC)c2ccc(S(=O)(=O)N3CCc4ccccc4C3)cc2c1=O	-2	-1.2	9	-3	0.0	0	4	0	1
NC(=O)CSc1nnc(-c2cccs2)n1-c1ccccc1	3	-0.9	-4	-3	-0.1	-6	2	-1	-4
CCOC(=O)CSc1nc2sc3c(c2c(=O)n1C1CCCCC1)CCN(C)C3	4	1.1	2	-9	-0.1	18	8	13	6
Cc1ccc(NCc2nnc(SCC(=O)N3CCc4ccccc43)n2C)cc1	1	1.4	4	3	0.1	-2	15	1	-3
CC1(OC(=O)C2CCCC2)C(=O)C=C2C=C(c3ccsc3)N(CC3CC3)C=C2C1=O (stereo not given)	6	-6.9	4	-2	-0.2	-20	43*	-5	1
NC(=O)c1ccc(NC(=O)COC(=O)C2CC(=O)N(Cc3ccccc3)C2)cc1 (stereo not given)	-43	1.8	-4	2	-0.2	-2	5	-3	-1
Cc1nccn1-c1c([N+](=O)[O-])c(=O)n(C)c2ccccc12	-1	1.6	-9	3	-0.1	4	-2	-4	3
O=C(Nc1cc2c(cc1Br)OCCO2)c1cccnc1	-2	-2.4	-15	6	-0.1	-6	14	-2	0
CC1=NN(C(N)=S)C(=O)C1N=Nc1ccc(C)cc1C (stereo not given)	5	2.6	-3	0	-0.1	-2	3	6	7
CCOc1ccc(CCNC(=O)COC(=O)c2nn(C)c(=O)c3ccccc23)cc1OCC	-2	0.4	1	4	0.0	-1	3	-2	-1
CCN(CCCNC(=O)CNC(=O)Cn1cnc2ccccc2c1=O)c1cccc(C)c1	-3	1.5	3	-1	0.2	-10	0	2	-4
CCOc1ccc(N(CC(=O)NCC2CCCO2)C(=O)CCC(=O)Nc2ccccn2)cc1 (stereo not given)	1	-2.3	-2	3	0.0	-1	4	-5	-3
CCN(CC)CCSc1nc(O)c(C(C)C)c(=O)[nH]1	0	0.3	-23	-5	-0.1	-2	-2	0	6
Cc1ccc(-c2cccc(C(=O)NCCc3ccccc3)n2)c2ccccc12	1	0.3	60	0	0.1	-1	-1	-2	2
CC(C(=O)c1ccccc1)n1c(N2CCOCC2)nc2c1c(=O)n(C)c(=O)n2C (stereo not given)	2	3.1	4	5	0.0	-2	-2	1	-2
Cc1nc(CS(=O)(=O)c2ccccc2)cc(N2CCOCC2)n1	2	-1.1	2	2	-0.1	-2	21	-3	-1
Cc1sc2ncnc(N3CCC(C(=O)Nc4cc(S(C)(=O)=O)ccc4Cl)CC3)c2c1C	-1	0.1	11	0	0.1	7	5	2	1

Molecules listed so far that contain a Cl atom, in the order listed:
SMILES	CTSL1 counter	PP5 primary	JMJD2C inh	LYPLA2 inh	Efflux pump inh	HCV core dimer	PREPL inhibitor	TPT1 inhibitor	PP1 inh
Cc1nc2c(-c3ccc(Cl)cc3)cnn2c(N)c1-c1ccc(F)cc1	1	1.8	6	5	-0.3	5	-2	-2	-3
Cc1sc2ncnc(N3CCC(C(=O)Nc4cc(S(C)(=O)=O)ccc4Cl)CC3)c2c1C	-1	0.1	11	0	0.1	7	5	2	1

Part of the list above, as labelled records.
O=C(Nc1cc2c(cc1Br)OCCO2)c1cccnc1
- CTSL1 counter: -2
- PP5 primary: -2.4
- JMJD2C inh: -15
- LYPLA2 inh: 6
- Efflux pump inh: -0.1
- HCV core dimer: -6
- PREPL inhibitor: 14
- TPT1 inhibitor: -2
- PP1 inh: 0
CC1=NN(C(N)=S)C(=O)C1N=Nc1ccc(C)cc1C (stereo not given)
- CTSL1 counter: 5
- PP5 primary: 2.6
- JMJD2C inh: -3
- LYPLA2 inh: 0
- Efflux pump inh: -0.1
- HCV core dimer: -2
- PREPL inhibitor: 3
- TPT1 inhibitor: 6
- PP1 inh: 7
CCOc1ccc(CCNC(=O)COC(=O)c2nn(C)c(=O)c3ccccc23)cc1OCC
- CTSL1 counter: -2
- PP5 primary: 0.4
- JMJD2C inh: 1
- LYPLA2 inh: 4
- Efflux pump inh: 0.0
- HCV core dimer: -1
- PREPL inhibitor: 3
- TPT1 inhibitor: -2
- PP1 inh: -1

Back to the main list, starting four compounds before the break.
SMILES	CTSL1 counter	PP5 primary	JMJD2C inh	LYPLA2 inh	Efflux pump inh	HCV core dimer	PREPL inhibitor	TPT1 inhibitor	PP1 inh
Cc1ccc(-c2cccc(C(=O)NCCc3ccccc3)n2)c2ccccc12	1	0.3	60	0	0.1	-1	-1	-2	2
CC(C(=O)c1ccccc1)n1c(N2CCOCC2)nc2c1c(=O)n(C)c(=O)n2C (stereo not given)	2	3.1	4	5	0.0	-2	-2	1	-2
Cc1nc(CS(=O)(=O)c2ccccc2)cc(N2CCOCC2)n1	2	-1.1	2	2	-0.1	-2	21	-3	-1
Cc1sc2ncnc(N3CCC(C(=O)Nc4cc(S(C)(=O)=O)ccc4Cl)CC3)c2c1C	-1	0.1	11	0	0.1	7	5	2	1
Cc1ccc(OCC(=O)NCCCNC(=O)c2ccncc2)cc1C	-2	1.9	1	0	0.0	-4	7	0	-1
CCOC(=O)C1C(C(=O)NN)C1C(=O)Nc1ccccc1 (stereo not given)	-2	2.9	0	-2	0.0	-3	29	-9	0
C/C(=N\NC(=O)c1ccoc1C)c1cccc2ccccc12	3	3.8	-139	3	0.0	-2	13	-4	-1
CCOP(=O)(NC(c1ccccc1)c1nc2ccccc2[nH]c1=O)OCC (stereo not given)	-6	0.7	4	8	0.0	0	-4	-2	-1
COc1ccccc1NC(=O)NCCC1=CCCCC1	-1	2.2	-1	4	-0.5	-9	11	-3	3
Cc1c(OCC(=O)NCC2CCC(C(=O)O)CC2)ccc2c3c(c(=O)oc12)CCC3 (stereo not given)	3	-1.2	-12	-9	0.1	-9	17	3	-1
CS(=O)(=O)N1CCc2cc(S(=O)(=O)N3CCCCC3)ccc21	1	4.1	-22	0	0.4	-2	2	-2	-2
NC(=O)C1CCN(C(=O)CC2(CC(=O)O)CCCCC2)CC1	-2	2.5	-1	-2	0.1	2	-3	-4	-4
COc1ccc(-n2c(Cc3cccn3C)nnc2SCC(=O)Nc2cccc(Cl)c2)cc1	2	4.5	96&3	0	0.0	2	14	0	0
O=C(Nc1ccccc1C(=O)NCc1ccco1)c1ccccc1	3	1.9	-1	0	0.0	3	-6	0	-2
CCc1ccc2oc(-c3cccc(NC(=O)c4cccnc4)c3)nc2c1	6	1.9	11	-10	-0.1	4	-22	3	0
COc1ccccc1-c1cc(C(F)(F)F)nc(N2CCN(c3ccc(F)cc3)CC2)n1	0	-1.9	28	5	0.0	-2	-6	-3	-6
Cc1cccc(NC(=O)Cn2c(=O)n(CCc3c[nH]c4ccccc34)c(=O)c3cccnc32)c1	1	2.7	-3	-31	0.3	22	6	-1	-1
CC(C)CN1CCN(Cc2cccn2-c2ccc(Cl)cn2)CC1CCO (stereo not given)	0	-2.1	-5	0	-0.1	-1	2	-2	1
Cc1ccccc1N1CCN(Cc2c[nH]c3ccccc23)CC1	-2	1.0	6	9	0.1	2	20	8	1
c1ccc(CNc2nc3ccccc3n3cnnc23)nc1	3	1.4	-12	5	0.1	-2	6	-3	-4
Clc1ccc(OCc2nc(-c3ccc(Br)o3)no2)cc1	1	1.7	12	2	-0.1	-3	-9	-4	-2
Cc1cc(-c2ccc(C)c(S(=O)(=O)NCc3ccc(Br)cc3)c2)on1	5	2.7	-1	-11	0.0	10	-56	1	-7
Cc1cc(C)c(NC(=O)CSc2nc3ccc(NC(=O)CSc4nnnn4Cc4ccccc4)cc3s2)c(C)c1	2	-1.9	-13	-49	0.7	15	-28	6	20*
CC(=O)c1ccc(Cc2cnc(N)s2)cc1	-1	5.5	·	9	0.3	-1	-5	0	-1
C#CNC(=O)C1(CC=C)CCNCC1	0	-1.3	12	-1	·	8	-2	-2	0
Nc1c(C(=O)c2ccccc2)sc2nsc(SCCN3CCOCC3)c12	2	1.5	20	0	0.0	-6	29	58*	-2
COc1ccc(CNC(=O)c2ccccc2SCC(=O)NCc2ccco2)cc1	·	-1.6	-4	2	-0.2	·	1	·	-2
CSc1nnc(Cn2c(=O)sc3ccccc32)n1-c1ccccc1	0	-0.1	-2	-8	0.0	-10	-14	-4	-1
O=C(c1ccccc1F)N1CCN(c2ccc([N+](=O)[O-])c3ncccc23)CC1	-1	-1.1	7	5	0.0	5	4	-1	-3

Later entries:
SMILES	CTSL1 counter	PP5 primary	JMJD2C inh	LYPLA2 inh	Efflux pump inh	HCV core dimer	PREPL inhibitor	TPT1 inhibitor	PP1 inh
Cc1oc(-c2ccc(Cl)cc2)nc1CS(=O)CC(=O)NC1CCCCCC1 (stereo not given)	-2	3.5	25	9	0.1	4	11	0	2
COc1ccc(/C=C/C(=O)NC(=S)Nc2ccc(S(=O)(=O)Nc3cc(C)on3)cc2)cc1	11	2.4	-2	-10	-0.4	4	-7	1	3
Cc1nc(CNS(=O)(=O)c2ccc3c(c2)CCCC3)cs1	-3	0.2	-24	-1	-0.1	-5	1	0	1
O=C(Nc1ccccc1)c1ccc(-c2ccccc2Cl)o1	7	1.0	11	-20	-0.2	-9	24	-3	4
CCCOc1ccc(-c2nc(C#N)c(N3CCN(CC)CC3)o2)cc1	4	-0.7	-1	7	0.0	4	23	0	-1
O=C(CNS(=O)(=O)c1cccc(Br)c1)NCCCc1ccccc1	7	1.6	-10	-3	0.1	-9	-1	0	2
CC(=O)Nc1ccc(OCc2cccc3ccccc23)cc1	-4	-2.0	0	-2	0.9	-6	17	0	3
Cc1cc(C(=O)N/N=C/c2ccc(Br)o2)n[nH]1	0	0.6	1	5	-0.3	9	1	-2	-4
O=C(/C(=C/c1cccc(Cl)c1)c1nc2ccccc2[nH]1)c1ccccc1	-2	7.3	-2	-34	0.1	6	-1	7	7
CCC(C)(C)NC(=O)C(c1ccc(C)cc1)N(CC1CCCO1)C(=O)CCC(=O)Nc1ccccn1 (stereo not given)	-14	1.2	6	-1	0.0	-10	-12	3	-3
COC(=O)CCCC(=O)N1CCC(n2nccc2NC(=O)CCOc2ccccc2)CC1	-2	0.5	-2	-1	-0.1	-17	10	-3	1
